Nrf2 inh: Nrf2 pathway inhibition; Potency, µM (highest dose often 46 µM), inactives show at the top dose activity change, negative = inhibition, usual class: inhibitors; A549 ARE-Fluc reporter, luciferase luminescence, 18-24 h; 360,000 tested, 2.1% active; note: % is set by controls: 0 for no effect and ±100 for the full control effect; nearly all actives have a fitted effect of over 60% in size
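Nrf2 activity is the BugLite luminescence, read 15 min after reagent at room temperature, following CellTiter-Fluor cytotoxicity readout (30 min, 37C). Compound titrations were applied for 18-24 h to 5000 A549 ARE_Fluc cells/well in 5% FBS OPTI-MEM.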
Nrf2 activator: Nrf2 pathway activation; AREc32 ARE-luciferase reporter (MCF7-derived line), luminescence, 24 h; Potency, µM (doses to about 46.1 µM), for the others: top-dose activation, actives largely listed as activators; 410,000 tested, 0.31% active; note: % of control where 0% means no effect; nearly all actives have a fitted effect of over 65% in size
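Luminescent ARE reporter assay in AREc32_Fluc cells: overnight plating at 37 deg C, 24 hr compound incubation, Steady-Glo added, 30 min RT before reading.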
HepG2 tox: kills HepG2 cells in TGF-b inhibitor counter-screen. 410,000 tested, 0.76% active. HepG2 CAGA-GFP viability, ATP luminescence, 18 h. AID 588856. Potency, µM (series often up to 46.1 µM), for inactives: at the top dose activity change, negative = cytotoxicity, hits mostly cytotoxic; note: some results filed as inactive show a strong effect at the top dose
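HepG2 CAGA-GFP cells (1000/well, DMEM with 1% FBS) received compound, then TGF-beta at 500 pg/mL final, and were incubated 18 hours at 37 degrees C. Viability was read by CellTiter-Glo luminescence. Media-only wells were set as complete cell-killing and DMSO as no toxicity.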
ATXN2 expr inh: reduces ATXN2 reporter expression in HEK-293 cells. Potency, µM (titrated, usually from 57 µM), inactives show top-dose activity change, negative = inhibition, actives largely listed as inhibitors. HEK-293 ATXN2-luciferase reporter, luminescence, 24 h. 360,000 tested, 0.72% active. AID 1745845; note: % is set by controls: 0 for no effect and ±100 for the full control effect; nearly all actives have a fitted effect of over 55% in size
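ATXN2-luciferase reporter cells (luciferase flanked by upstream and downstream ATXN2 gene portions) were treated 24 h at 37 °C with compounds at up to 57 uM. SteadyGlo luminescence gave expression; GF-AFC fluorescence gave viability.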
MCF10A rereplic: induces DNA re-replication in MCF 10a normal breast cells. MCF 10A DNA re-replication, Hoechst nuclear intensity, 48 h. Potency, µM (titrated, usually from 46.1 µM), for the others: top-dose activity, positive = re-replication, hits mostly activators. 350,000 tested, 2.9% active. AID 624296; note: % of control where 0% means no effect; nearly all actives have a fitted effect of over 50% in size
TGFb inhibitor: inhibitors of TGF-b signaling; HepG2 CAGA-GFP TGF-b/SMAD3 reporter, GFP fluorescence, 18 h; TGF-beta stimulated, 500 pg/mL final; 410,000 tested, 1.2% active; Potency, µM (highest dose often 46.1 µM), without a hit: at the top dose activity, negative = inhibition, most hits filed as inhibitors; note: % is set by controls: 0 for no effect and ±100 for the full control effect; nearly all actives have a fitted effect of over 65% in size
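Inhibition of TGF-beta-driven CAGA-GFP reporter expression in HEPG2 cells is measured by cellular GFP fluorescence after 18 h stimulation with 500 pg/mL recombinant TGF-beta in 1% FBS medium at 37 degrees C.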
S2 tox: reduces viability in counter-screen for ATXN expression inhibitors; S2 cells (HEK-293 line with an ATXN2-luciferase reporter) viability, CellTiter-Fluor protease fluorescence, 24 h; Potency, µM (series often up to 56.7 µM), most hits filed as cytotoxic; 400,000 tested, 0.49% active; note: nearly all actives have a fitted effect of over 40% in size
EPAC2 antag: EPAC2 (human) antagonism | AID 720708 | EPAC2 GEF exchange of Rap1B-BODIPY-GDP, fluorescence | Potency, µM (highest dose often 114 µM), without a hit: top-dose activity, negative = inhibition, most hits filed as inhibitors | 360,000 tested, 0.18% active | Q8WZA2; note: % is set by controls: 0 for no effect and ±100 for the full control effect; nearly all actives have a fitted effect of over 45% in size; many of its hits are not listed in these tables
Target sequence (Q8WZA2 whole entry, looked up): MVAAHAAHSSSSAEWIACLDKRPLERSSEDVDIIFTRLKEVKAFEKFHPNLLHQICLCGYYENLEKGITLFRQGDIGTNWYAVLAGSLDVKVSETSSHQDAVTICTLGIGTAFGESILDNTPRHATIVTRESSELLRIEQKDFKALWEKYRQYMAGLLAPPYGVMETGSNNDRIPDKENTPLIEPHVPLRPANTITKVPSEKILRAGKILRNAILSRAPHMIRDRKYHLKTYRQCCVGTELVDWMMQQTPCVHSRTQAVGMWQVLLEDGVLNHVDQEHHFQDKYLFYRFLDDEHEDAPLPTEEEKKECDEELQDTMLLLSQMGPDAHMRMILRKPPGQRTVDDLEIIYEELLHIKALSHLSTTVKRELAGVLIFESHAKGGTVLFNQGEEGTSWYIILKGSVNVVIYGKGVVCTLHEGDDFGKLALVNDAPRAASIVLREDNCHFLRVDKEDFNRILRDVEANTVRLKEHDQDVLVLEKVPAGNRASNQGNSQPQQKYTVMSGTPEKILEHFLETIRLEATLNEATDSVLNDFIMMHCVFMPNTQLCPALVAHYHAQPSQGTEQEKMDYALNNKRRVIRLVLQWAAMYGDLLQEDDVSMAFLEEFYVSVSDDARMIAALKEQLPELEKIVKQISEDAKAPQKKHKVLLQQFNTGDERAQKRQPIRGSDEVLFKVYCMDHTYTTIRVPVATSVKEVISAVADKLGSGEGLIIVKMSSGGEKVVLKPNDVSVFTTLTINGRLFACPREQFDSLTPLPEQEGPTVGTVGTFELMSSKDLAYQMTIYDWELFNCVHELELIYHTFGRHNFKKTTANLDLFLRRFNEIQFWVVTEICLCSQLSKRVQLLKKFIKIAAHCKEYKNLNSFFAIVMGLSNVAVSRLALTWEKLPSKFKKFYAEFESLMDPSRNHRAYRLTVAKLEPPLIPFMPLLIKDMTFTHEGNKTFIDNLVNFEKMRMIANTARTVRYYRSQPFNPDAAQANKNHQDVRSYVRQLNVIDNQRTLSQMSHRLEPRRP
A549 tox: counter-screen for Nrf2 inhibitors: cytotoxicity in A549 cells | A549 ARE-Fluc cells, CellTiter-Fluor viability, 18-24 h | Potency, µM (highest dose often 46 µM), for the others: at the highest dose activity change, negative = cytotoxicity, hits mostly inhibitors | 390,000 tested, 0.16% active | AID 504648; note: % is set by controls: 0 for no effect and ±100 for the full control effect
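A549 ARE-Fluc cells in 5% FBS OPTI-MEM, 5000 cells/well, rested 2 h then exposed to compounds in concentration-response for 18-24 h at 37 °C. Viability by CellTiter-Fluor fluorescence (Ex 405/Em 525) after 30 min; luciferase luminescence (BugLite, 15 min, RT) read afterwards.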
The depositor's hits bear a star; i = inactive; ? = inconclusive; . = no result given; [ ] = remark or other dose. Calls come from the whole dose curve; as a rule, active = well fitted curve in the direction sought with a large enough effect; inconclusive = small, poorly fitted or top-dose-only effect, or another doubt; inactive = no such curve, though single readings can be large; an effect the other way counts as inactive or inconclusive. Potency is the fitted concentration of half-maximal effect. The list is partial, so the mix of outcomes need not match the whole.

Below each SMILES – Nrf2 activator | S2 tox | Nrf2 inh | HepG2 tox | EPAC2 antag | TGFb inhibitor | ATXN2 expr inh | MCF10A rereplic | A549 tox
> COc1ccc(CCNS(=O)(=O)c2ccc3c(c2)c(=O)n(C)c(=O)n3C)cc1OC
  -0.8% | i | 3% | -17% | . | ? | -4% | . | 2%
> COc1cc(OC)c(NC(=O)C2=C(C)C(=O)OC23CCCCCC3)cc1Cl
  4.1% | . | ? | -2% | . | ? | . | . | 4%
> O=C(Nc1cccc(OCc2cc(=O)n3ccccc3n2)c1)c1ccccc1Br
  -0.7% | . | . | 4% | . | 6% | . | . | 0%
> COCCOC(=O)C1=C(C)N(Cc2ccccc2)C(=O)NC1c1ccc(OC)cc1 (configuration not stated)
  0.4% | i | . | -71% | -6% | 12% | -23% | ? | 5%
> CC1=C(C(=O)N2CCc3ccccc32)C2(CCC(C)CC2)OC1=O (configuration not stated)
  0.3% | . | 7% | -2% | -19% | 1% | . | 5% | 1%
> COc1cccc(CNC(=O)Cc2ccc(NC3=NC4CS(=O)(=O)CC4S3)cc2)c1 (configuration not stated)
  0.4% | i | 2% | -1% | 0% | 10% | -23% | 11% | -8%
> O=C(CCCn1c(=O)[nH]c2cc(Cl)ccc2c1=O)NCCN1CCN(c2ccccc2)CC1
  0.3% | i | . | -1% | 1% | -11% | -15% | 0% | -5%
> Cc1ccc2c(Cl)cc(Cl)c(OCc3c(C)noc3C)c2n1
  -0.1% | i | . | 3% | 19% | 5% | -6% | 17% | -7%
> C[C@@H]1CN([C@@H](C)CO)C(=O)c2cccc(NC(=O)C3CCOCC3)c2O[C@H]1CN(C)S(=O)(=O)c1ccc(Cl)cc1
  0.3% | i | 6% | 7% | -5% | ? | 7% | -1% | -1%
> CN1/C(=C\C(=O)c2cccnc2)Sc2ccccc21
  5.8% | ? | ? | -15% | -2% | -24% | 11% | 28% | -25%
> CC(=O)NC(NC(=S)N1CCCCCC1)C(Cl)(Cl)Cl (configuration not stated)
  -0.5% | i | 2% | 0% | 1% | -2% | -8% | 23% | -1%
> C[C@H](NC(=O)c1ccccc1Cl)C(=O)Nc1ccccc1F
  -0.1% | i | 1% | -6% | 7% | -20% | 2% | 3% | -6%
> Cc1ccc(N=Cc2ccc(O)cc2O)cc1F
  ? | i | -9% | -41% | -2% | 0% | ? | ? | -6%
> CCOc1cc(-c2nnn(CC(=O)N3CCCCC3)n2)ccc1OC
  -0.1% | i | -7% | 0% | 16% | 8% | . | 19% | -3%
> COCCCNC(=O)CSC1=Nc2ccccc2C2=NC(Cc3c[nH]c4ccccc34)C(=O)N12 (configuration not stated)
  0.1% | i | -3% | -18% | -7% | 0% | 2% | -2% | -14%
> O=C(COc1ccc(Cl)cc1)NCCCNC(=O)c1cnccn1
  -0.8% | i | 2% | 11% | 6% | -6% | 0% | 2% | 1%
> CCCCOc1ccc(/C=C/C(=O)NCCc2nc3ccccc3[nH]2)cc1
  -0.2% | i | -17% | 8% | -2% | -27% | 12% | -6% | -6%
> CN(CCC(=O)Nc1ccc2c(c1)OCO2)Cc1ccccc1
  0.4% | i | ? | -13% | 3% | -17% | 5% | -2% | 3%
> CN(CC(=O)Nc1ccc(Cl)cc1)C(=O)Cc1c(F)cccc1Cl
  -0.2% | i | ? | -4% | -5% | 4% | -4% | 7% | 1%
> CCOc1ccccc1NC(=O)NC1CCN(CC(=O)Nc2ccc3c(c2)OCCO3)CC1
  0.3% | i | ? | -19% | -4% | 8% | 0% | 9% | ?
> Cc1cc(F)ccc1NS(=O)(=O)c1cccc2nsnc12
  0.1% | i | ? | 16% | 0% | 30%[activator] | 6% | 13% | 2%
> CCCCCCOc1ccc(N2C(=O)CC(N3CCN(CCN=CC4C(=O)CC(C)(C)CC4=O)CC3)C2=O)cc1 (configuration not stated)
  -0.5% | ? | -5% | 1% | -20% | -1% | -26% | ? | 0%
> CCN(CC)CCNC(=O)c1sc2nc3n(c(=O)c2c1C)CCCCC3
  -0.2% | . | 14% | -8% | . | -10% | . | . | 5%
> CC(c1nccs1)N(C)C(=O)CCc1nnc(CCc2ccccc2)o1 (configuration not stated)
  -0.1% | i | 16% | 19% | 2% | 6% | 3% | 2% | -8%
> Cc1nnc(SCCN2CCOCC2)c2nn(-c3ccccc3F)c(C)c12
  -0.5% | i | -18% | 2% | 11% | 5% | 9% | 3% | -4%
> NC(=O)C1CC(=O)N(c2ccc(OCC(=O)NCc3ccccc3)cc2)C1 (configuration not stated)
  -0.4% | i | 9% | 13% | 10% | 0% | 5% | -5% | 2%
> Cc1ccc(S(=O)(=O)N(CC(=O)N/N=C/c2ccco2)Cc2ccccc2)cc1
  3.1% | i | 5% | -2% | -6% | 0% | 15% | -7% | -11%[1.84 µM]
> C[C@]1(CO)CCC[C@@]2(C)C1CC[C@@H](CO)[C@@H]2CCc1ccoc1 (some centres not stated)
  -0.5% | ? | -10% | -36% | -3% | ? | -15% | 23% | -1%
> CC(NC(=O)C1CC(=O)N(c2ccc3c(c2)OCCO3)C1)c1ccccc1 (configuration not stated)
  0.2% | i | . | 0% | -4% | -10% | . | . | .
> O=C(c1cccnc1)N1CCC(Oc2ccc(C(=O)N3CCCCO3)cc2)CC1
  -0.4% | i | ? | -5% | -3% | -14% | . | -4% | -9%
> CC(=O)N1C[C@@H](CO)[C@@H](N(C)C(=O)C2CCCCC2)C[C@H]1c1ccccc1
  0.1% | i | . | -13% | -27% | 2% | 7% | . | .
> O=C(CCC1N=C2c3ccccc3N=C(SCc3cccc(F)c3)N2C1=O)NCc1cccs1 (configuration not stated)
  0.0% | . | . | 0% | . | 13% | . | . | -7%
> CCOC(=O)NC(=O)CSc1ccc(C)cc1C
  0.2% | i | 12% | 32% | 3% | 20% | 14% | 0% | -4%
> Cc1nc(SCc2nc3ccc([N+](=O)[O-])cc3[nH]2)c2oc3ccccc3c2n1
  -0.4% | i | 1% | -10% | 1% | -18% | -12% | 0% | 4%
> O=C(NCCC1CCCCN1S(=O)(=O)c1ccc(F)cc1)C(=O)NCCN1CCOCC1 (configuration not stated)
  -0.8% | ? | 5% | 0% | 5% | 18% | -4% | 5% | 4%
> CC(C)Oc1ccccc1NC(=O)CSc1nc2ccccc2c(=O)n1C
  2.7% | i | ? | -6% | ? | ? | . | 12% | 0%
> Cc1cc2c(cc1S(=O)(=O)CCC(=O)N1CCC(C)CC1)OCC(=O)N2
  -0.2% | i | 12% | 3% | . | 21% | -10% | . | 0%
> CNC(=O)NC(=S)NC(=O)c1ccccc1Cl
  0.3% | i | -4% | -1% | 0% | -25% | -7% | 0% | -1%
> NC(N)=N/N=C/c1ccc(OCc2ccccc2)cc1
  13% | ? | 4% | 13µM* | -3% | ? | ? | 1% | 3%
> Cc1ccc(C2c3c(oc4ccccc4c3=O)C(=O)N2CCCN2CCOCC2)o1 (configuration not stated)
  13% | i | 12% | -1% | 4% | -18% | 24% | 0% | 5%
> CCN1/C(=C2\C(=O)N(C)C(=S)N2c2ccccc2)C=Cc2ccccc21
  -0.8% | ? | -28% | 12% | -24% | -11% | -17% | -1% | ?
> CCOc1ccc(C(=O)Nc2ccccc2CC)cc1[N+](=O)[O-]
  0.0% | i | -25% | -24% | 1% | -1% | -3% | ? | 0%
> COc1ccc(C)cc1NC(=O)C1CCCN(c2ncnc3onc(C)c23)C1 (configuration not stated)
  1.1% | i | -30% | -6% | . | ? | 0% | . | 7%
> CC(=O)c1c(C)n([O-])c2ccccc2[n+]1=O
  0.3% | i | 3% | 5% | 16% | 35% | 7% | 13% | -6%
> Cc1ccc(/C=C/c2onc(C)c2S(=O)(=O)N2CCC(C(=O)N3CCN(c4cc(C)ccc4C)CC3)CC2)cc1
  0.3% | i | . | -18% | . | ? | -6% | . | 14%
> Cc1ccn2c(=O)cc(COc3ccc(NC(=O)COc4ccccc4)cc3)nc2c1
  -0.1% | . | . | -11% | . | 13% | . | . | 0%
> COc1ccc(C(=O)N2CCC2)cc1S(=O)(=O)NCc1ccc(Cl)cc1
  -0.3% | i | -5% | -1% | 4% | -2% | 4% | 3% | 1%
> CCSCc1nnc(SCC(=O)Nc2nc3ccccc3s2)n1C
  1.5% | i | ? | -5% | -2% | ? | 8% | -15% | 3%
> CCOC(=O)N1CCN(C(=O)c2ccccc2N(C)S(C)(=O)=O)CC1
  0.1% | i | 0% | -2% | -3% | -2% | -9% | 3% | 11%
> c1csc(-c2nnc(Cc3cccc4ccccc34)o2)c1
  12% | i | 2% | 1% | -2% | -20% | 14% | 13% | -18%
> CC(C)Cc1cc(CN2CCC(CO)(Cc3ccccc3)CC2)[nH]n1
  4.3% | ? | 6% | -26% | 4% | -22% | -14% | -4% | 7%
> CCN(CC)CCCN1C(=O)C(O)=C(C(=O)c2sc(C)nc2C)C1c1ccco1 (configuration not stated)
  0.3% | i | 17% | 0% | 8% | -4% | 6% | 6% | -1%
> CC1NC(=O)NC1CCCCCC(=O)Nc1ccc(F)c(Cl)c1 (configuration not stated)
  0.6% | i | -5% | -1% | 6% | 6% | . | -2% | 2%
> Clc1ccc(/C=N/Nc2nn[nH]n2)cc1
  -0.2% | i | ? | -29% | -2% | -6% | -2% | 4% | 19%
> Cc1ccccc1Cn1ccc(=NCc2ccccc2)cc1
  0.2% | i | 3% | -3% | 7% | -5% | . | -3% | -1%
> COC(=O)c1sccc1NC(=O)Nc1ccc(OC)c(OC)c1
  4.2% | i | 24% | -4% | 5% | -2% | 4% | -25% | 6%
> Cc1ccc2nc(/C(C#N)=C\c3ccc(Oc4ccc([N+](=O)[O-])cn4)cc3)[nH]c2c1
  6.7% | i | 7% | 9% | 2% | -17% | -17% | 7% | -1%
> COC(=O)C1(C)Nc2ccccc2C(=O)N1c1ccccc1C (configuration not stated)
  -1.0% | i | 11% | -19% | -5% | -9% | 0% | 0% | 3%
> Cc1ccc(NC(=O)c2ccc(Br)o2)cc1S(=O)(=O)N(C)C
  5.3% | i | ? | -24% | 12% | -9% | 35% | 10% | 4%

Bioassay records deposited in PubChem BioAssay by National Center for Advancing Translational Sciences (NCATS).
